ARFGAP1 inh – inhibitors of rat ARFGAP1; Q62848; Arfgap1-stimulated ARF1 GTP hydrolysis, GDP FP detection; inhibition, % at 16.5 µM; 0.26% of 360,000 active; AID 651572;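 active means inhibition above a per-plate limit, mean inhibition of low control wells plus 3 SD, cut at about 25% in these data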;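 further: 0% = DMSO wells with enzyme and 100% = wells lacking Arfgap1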
Target sequence (Q62848 1-136 limits assumed): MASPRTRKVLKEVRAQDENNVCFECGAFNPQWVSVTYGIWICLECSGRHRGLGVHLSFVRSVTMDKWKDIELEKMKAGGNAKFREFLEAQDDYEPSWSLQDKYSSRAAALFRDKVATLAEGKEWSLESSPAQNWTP
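Repeats: one replicate per compound; assay system: rat Arfgap1 catalytic domain, aa 1-136; times: enzyme reaction 120 min at 25 °C after 20 min preincubation; detection: FP of antibody-bound GDP Alexa 633 tracer, ex 620/em 688 nm; benchmarks: high control wells lacking Arfgap1, low control full reaction with DMSO; reagent: human ARF1(Δ1-17)-GTP substrate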
HTRA1 inhibitor – inhibitors of human serine peptidase HTRA1 | AID 504803 | recombinant HTRA1, FP-rhodamine activity-based probe, fluorescence polarization | 0.5% of 340,000 active | inhibition, % at 5.96 µM | Q92743; in the data active means inhibition above about 36%;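 further: 0% = enzyme with DMSO and 100% = wells lacking enzyme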
Target sequence (Q92743 whole entry, looked up): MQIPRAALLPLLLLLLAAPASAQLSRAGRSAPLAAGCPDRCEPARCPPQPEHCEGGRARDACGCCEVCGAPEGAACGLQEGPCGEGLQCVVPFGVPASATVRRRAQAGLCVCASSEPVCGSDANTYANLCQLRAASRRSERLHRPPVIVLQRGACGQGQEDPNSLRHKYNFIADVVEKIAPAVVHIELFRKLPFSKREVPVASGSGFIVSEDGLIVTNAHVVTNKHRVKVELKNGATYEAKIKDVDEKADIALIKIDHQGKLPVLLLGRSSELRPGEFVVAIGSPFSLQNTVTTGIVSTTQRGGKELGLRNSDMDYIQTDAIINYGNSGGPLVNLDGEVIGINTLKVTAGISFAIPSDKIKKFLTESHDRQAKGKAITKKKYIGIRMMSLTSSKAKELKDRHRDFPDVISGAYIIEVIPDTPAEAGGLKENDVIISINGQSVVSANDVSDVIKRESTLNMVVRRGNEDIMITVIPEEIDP
GC-A act – GC-A (human) enzyme activation | HEK293 GC-A cells, cGMP TR-FRET, EC30 ANP; 0% at EC30 ANP, 100% saturating ANP | activation, % at 10 µM | 0.14% of 370,000 active; in the data active means activation above about 40%
NR1D1 modulator – Rev-erb alpha (human) modulation; P20393; Rev-erbα–FITC-DNA binding, fluorescence polarization, 90 min; activity, % at 10 µM; 0.79% of 370,000 active;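 active means activity above about 14%, limit read from the data; passing the limit was not always enough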;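 further: 0% = DMSO wells with 35 nM protein and 100% = DMSO wells with 750 nM protein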
ASAP1 GAP inh – inhibitors of human ASAP1 ArfGAP activity; ASAP1-stimulated ARF1 GTP hydrolysis, GDP FP detection; Q9ULH1; inhibition, % at 16.5 µM; 0.19% of 360,000 active; in the data active means inhibition above about 25%;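 further: 0% = vehicle with enzyme and substrate and 100% = no enzyme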
Target sequence (Q9ULH1 325-724 limits assumed): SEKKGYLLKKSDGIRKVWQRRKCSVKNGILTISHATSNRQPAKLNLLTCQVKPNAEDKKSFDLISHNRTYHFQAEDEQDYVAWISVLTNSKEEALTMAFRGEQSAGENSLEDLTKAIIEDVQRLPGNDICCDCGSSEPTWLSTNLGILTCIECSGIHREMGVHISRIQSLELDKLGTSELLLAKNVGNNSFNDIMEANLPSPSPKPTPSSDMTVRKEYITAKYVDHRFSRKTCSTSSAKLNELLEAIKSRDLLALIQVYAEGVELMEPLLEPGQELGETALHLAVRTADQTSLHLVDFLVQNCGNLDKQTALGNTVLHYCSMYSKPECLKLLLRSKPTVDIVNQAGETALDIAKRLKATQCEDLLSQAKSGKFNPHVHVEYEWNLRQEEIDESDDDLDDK
rCAG RNA binder – binds r(CAG) RNA repeats; r(CAG) RNA repeat, TO-PRO-1 dye displacement fluorescence; inhibition, % at 3 µM; 1.3% of 370,000 active; AID 651821;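 active means inhibition above the plate cutoff, the mean of all test compounds on that plate plus 3 SD, cut at about 35% in these data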;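 further: 0% = DMSO alone and 100% = 100 µM mitoxantrone as full dye displacement; higher means more dye released from RNA so lower well fluorescence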
NPR2 activator – GC-B (human) receptor activation; P20594; HEK293-GC-B cells, CNP EC30, cGMP TR-FRET; 0% at EC30 CNP, 100% saturating CNP; 0.11% of 370,000 active; activation, % at 10 µM;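 active means activation at 10 µM reaching about 35% in either raw or pattern-adjusted values, limit read from the data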
mABHD4 FP – inhibitors of mouse ABHD4; inhibition, % at 8.92 µM; purified mABHD4, FP-Rh probe fluorescence polarization; 0.54% of 370,000 active; Q8VD66; AID 720543;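 active means inhibition exceeding the mean over every tested compound plus 3 SD, cut at about 30% in these data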;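 further: 0% = plate median of compound wells and 100% = S159A mutant with DMSO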
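Test system: mABHD4 protein; Read-out basis: % inhibition; Incubation: 45 min + 60 min at 25 °C; Repeats: single replicate; Technique: fluorescence polarization with parallel and perpendicular emission, 525/598 nm; Compound: 8.92 µM, single dose; Benchmarks: full inhibition S159A mutant plus DMSO, zero as sample-well median.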
PG9 binder – binds the HIV-1 gp120 antibody PG9; inhibition, % at 6.7 µM; 0.43% of 360,000 active; TR-FRET gp120-PG9 antibody binding; in the data active means inhibition above about 8.5%
SMARCA2 activ – SMARCA2 function activation, primary screen; MG213 cells, MMTV-luciferase reporter, dexamethasone, overnight; activation, % at 9.1 µM; 1% of 370,000 active; AID 652017; in the data active means activation above about 7.8%;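 further: 0% = vehicle wells and 100% = reference activator wells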
Active calls of the source: *; / = not tested or not shown.

SMILES	ARFGAP1 inh	HTRA1 inhibitor	GC-A act	NR1D1 modulator	ASAP1 GAP inh	rCAG RNA binder	NPR2 activator	mABHD4 FP	PG9 binder	SMARCA2 activ
O=c1oc2ccccc2cc1-c1cn2cccnc2n1	10	1	4	3	-5	3	-8	-4	1.6	7
CCCCNC(=O)CCn1c(=O)c2ccccc2n(CC(=O)Nc2ccccc2OCC)c1=O	4	3	-2	1	12	2	3	6	0.7	-1
CCC1=NN(C(=O)C(=O)Nc2ccc(OC)cc2)C(O)(C(F)(F)F)C1 (stereo unspecified)	3	-3	4	4	3	5	0	0	-0.5	-5
COc1ccc(-n2nc(C(=O)O)cc2-c2ccccc2)cc1	-9	9	-3	-3	5	12	2	10	0.8	1
COCCN(C(=O)COC(=O)c1ccc(C=O)cc1)c1c(N)n(Cc2ccccc2)c(=O)[nH]c1=O	-11	-8	2	-3	-2	7	-8	-5	-0.4	-2
CC(CNC(=O)CN1C(=O)c2cccnc2Oc2ccc(Cl)cc21)c1ccccc1 (stereo unspecified)	-4	-1	-8	0	-1	-5	-4	-2	-1.7	1
NC(=O)C1(N2CCCCC2)CCN(C2CC(=O)N(CCc3ccccc3)C2=O)CC1 (stereo unspecified)	10	6	-2	1	-19	-5	5	-3	2.5	1
CN(C)c1cc(N)c2ccccc2n1 (tested in a mixture with another compound)	10	2	10	2	17	-1	4	3	0.8	-3
CCOc1ccc([C@@H]2CC=C(C(=O)O)[C@H](c3cccc(Cl)c3)N2S(=O)(=O)c2ccc(C)cc2)cc1	0	-26	1	5	-1	69*	-2	11	1.4	-1
CC(C)(C)C1CCC(OCC(O)CN2CCN(Cc3ccccc3)CC2)CC1 (stereo unspecified)	2	3	2	10	-17	-7	4	15	0.3	-1
COCCn1cnc2c1c(=O)n(CC(=O)OCC(=O)NCC(F)(F)F)c(=O)n2Cc1ccccc1	-11	-1	11	-1	4	-8	9	-1	-1.7	0
COc1ccc(C2/C(=C(/O)c3ccc(C)cc3)C(=O)C(=O)N2c2ccccn2)cc1 (stereo unspecified)	-2	-6	-2	0	9	5	1	0	3.6	1
CCCC(=O)N(Cc1cc2cc(C)ccc2[nH]c1=O)c1ccccc1OC	-9	-2	-14	3	-11	0	-22	-2	-3.6	-1
O=c1c2ccccc2[nH]c(=S)n1Cc1ccccc1Cl	7	-17	14	2	-2	4	4	-2	0.1	-2
N#CCCn1c(=O)n(CCC#N)c2ccccc21	-11	/	-1	-2	10	2	3	-1	-3.1	-3
CC1Cc2nc(SCC(=O)Nc3ccc(F)cc3F)n(C)c(=O)c2S1 (stereo unspecified)	0	6	-3	-2	-9	-1	1	0	-1.1	-1
COc1ccc(-n2cc(CNC3CCOCC3)c(-c3cccc(F)c3)n2)cc1	-4	-9	-2	1	1	-6	-6	7	1.2	-3
CC1CCN(c2c(NCc3ccc(C(=O)N4c5ccccc5CC4C)cc3)c(=O)c2=O)CC1 (stereo unspecified)	4	-2	-8	-7	6	10	-5	2	0.0	-2
CCN(c1ccccc1)S(=O)(=O)c1cc(NC(=O)Nc2ccccc2C#N)ccc1Cl	-8	-24	5	-2	5	4	2	-31	-1.7	-2
CN(Cc1ccc(F)cc1)C(=O)c1cc(S(=O)(=O)N2CCCCC2)ccc1N1CCOCC1	6	1	-2	-2	-6	-1	5	5	-1.0	-1

Given as comma-separated lines: part of the list above.
Structure,ARFGAP1 inh,HTRA1 inhibitor,GC-A act,NR1D1 modulator,ASAP1 GAP inh,rCAG RNA binder,NPR2 activator,mABHD4 FP,PG9 binder,SMARCA2 activ
CCCC(=O)N(Cc1cc2cc(C)ccc2[nH]c1=O)c1ccccc1OC,-9,-2,-14,3,-11,0,-22,-2,-3.6,-1
CN(Cc1ccc(F)cc1)C(=O)c1cc(S(=O)(=O)N2CCCCC2)ccc1N1CCOCC1,6,1,-2,-2,-6,-1,5,5,-1.0,-1

Next part.
SMILES	ARFGAP1 inh	HTRA1 inhibitor	GC-A act	NR1D1 modulator	ASAP1 GAP inh	rCAG RNA binder	NPR2 activator	mABHD4 FP	PG9 binder	SMARCA2 activ
CC(=O)NCCc1nc2cc(NC(=O)c3ccc([N+](=O)[O-])cc3)ccc2n1C	0	7	3	-7	-4	4	4	6	-2.4	3
O=C(Cn1nnc(-c2ccc(N3CCOCC3)cc2)n1)c1ccc(F)cc1	/	/	-1	-4	/	9	0	6	/	-3
CN(CC1COc2ccccc2O1)C(=O)Cn1cc(C(F)(F)F)ccc1=O (stereo unspecified)	-3	5	1	2	4	1	-1	3	0.3	-1
COc1ccc(/C=C2\SC(=O)N(CC(=O)NCCCn3ccnc3)C2=O)cc1	-5	-2	3	-5	-2	1	-5	-4	-1.6	4
O=C(CSc1nc2ccccc2c(=O)[nH]1)Nc1ccc(N2CCOCC2)c(Cl)c1	-10	-15	-4	3	-22	19	-10	-10	-1.9	-3
O=C(Nc1cc(S(=O)(=O)N2CCOCC2)ccc1N1CCCCC1)c1ccccc1	-9	-16	-1	-1	0	1	3	4	0.3	-4
CCCCC1CC1C(=O)Nc1ncc2c(n1)CC(C)(C)CC2=O (stereo unspecified)	-6	3	5	-3	-6	-5	-5	-7	-2.0	3
CCOC(=O)C1=NOC(C(C)=O)(C(=O)NC2CCCC2)C1 (stereo unspecified)	/	/	-4	-1	/	1	-9	-5	/	6
O=C(O)CCC(=O)N1CCc2cc(S(=O)(=O)N3CCN(c4ccc(F)cc4)CC3)ccc21	-8	-2	0	-8	-5	10	4	3	1.5	-1
CCOC(=O)C(Cc1ccccc1)NC(=O)CCC(=O)c1ccc(OC)cc1 (stereo unspecified)	-9	-5	0	6	5	-6	-5	-9	-2.0	1
CCOC(=O)C1=C(C)N=c2sc(=Cc3cc(Cl)c(OCC(=O)O)c(OC)c3)c(=O)n2C1c1ccccc1Cl (stereo unspecified)	1	/	-10	0	-20	22	0	3	-0.4	-2
O=C(COC(=O)c1ccc(NS(=O)(=O)c2cccs2)cc1)NCC1CCCO1 (stereo unspecified)	-8	1	0	0	-1	1	5	-5	-1.4	-2
CC(C)(C)OC(=O)N1CCC(c2c(C(=O)NC3CC3)cnn2-c2ccccc2)CC1	-12	4	5	-1	-11	-7	6	5	0.1	-1
CC(C)(C)OCC(NC(=O)C(CC(N)=O)NC(=O)OC(C)(C)C)C(=O)OC(C)(C)C (stereo unspecified)	0	-1	1	4	-5	-8	4	2	-0.8	-1
COc1cc(/C=N/Nc2nc(C)cc(C)n2)cc(OC)c1OC	-1	4	14	3	4	-5	11	0	-0.9	3
C=CCn1c(SCC(=O)Nc2ccc(-c3nc4ccc(C)cc4s3)cc2)nnc1-c1ccccc1	-5	-17	0	20	18	10	-1	4	9.6*	2
COCCCn1c(SCC(=O)Nc2oc(C)c3c(C)n[nH]c(=O)c23)nc2sc3c(c2c1=O)CCC3	6	-4	-3	5	0	-1	4	0	-0.7	3
O=C(COC(=O)c1cc(-c2cccs2)nn1-c1ccccc1)Nc1ccc(Cl)c([N+](=O)[O-])c1	11	-39	-2	-1	1	21	-2	-19	-0.3	-4
CCN(c1ccccc1)S(=O)(=O)c1ccc2[nH]c(=O)[nH]c2c1	4	-9	0	0	-16	23	1	10	-0.3	-4
O=C(NCCN1CCOCC1)c1ccc(/C=C2\Sc3ccccc3N(Cc3ccc(F)cc3)C2=O)cc1	3	-17	-4	3	0	3	3	-10	-0.8	-2
O=C(COC(=O)CNC(=O)C1CCCCC1)Nc1ccccc1OC(F)F	5	5	5	3	-3	0	-1	8	2.1	-2
CC(C)CN(CCNC(=O)CC1Oc2ccccc2NC1=O)CC(C)C (stereo unspecified)	-12	-8	0	-4	7	0	-9	-3	1.8	-2
CCCCn1c(N)c(N(CC(C)C)C(=O)CSc2ccccc2C)c(=O)[nH]c1=O	2	-4	0	4	5	3	0	-4	-0.1	-2
CC(OC(=O)CCCCCN=C1NS(=O)(=O)c2ccccc21)C(=O)Nc1cc(Cl)cc(Cl)c1 (stereo unspecified)	12	-72	-8	2	11	17	-2	-74	1.9	-5
CCc1c(C)sc(NC(=O)OC)c1C(=O)N1CCCCC1	-4	12	2	2	-10	8	5	15	1.1	-2
COc1ccc(OCCc2nnc(N)s2)cc1	5	9	-2	2	1	0	1	0	-0.5	-2
Cc1cccc(N2CCN(C(=O)c3ccc4[nH]c(C)c(C)c4c3)CC2)c1C	1	-22	-7	-9	-1	11	2	8	-1.9	-1
CCOC(=O)CN1C(=O)C(Sc2n[nH]c(-c3ccc(C)cc3)n2)CCc2ccccc21 (stereo unspecified)	-19	-34	/	/	6	-3	/	-32	-1.7	-3
Cc1ccc(NC2c3ncccc3C(=O)N2C2CCCCC2)cc1C (stereo unspecified)	-12	5	-7	-1	2	-1	-5	1	0.2	0
COc1ccc(NC(=O)c2cc(C3CCCCN3C(=O)CCc3ccccc3)on2)c(C)c1 (stereo unspecified)	-3	/	0	-6	11	-1	-1	0	-0.2	0
NNC(=O)c1csc(Cc2c(Cl)sc3ccc(Cl)cc23)n1	11	-17	5	8	4	2	4	0	-0.1	-3
COC(=O)c1c(NC(=S)NN2CCN(C)CC2)sc2c1CCC(C)C2 (stereo unspecified)	14	5	14	-2	-3	4	-11	14	1.7	2

Compounds from the list above with an NH in an aromatic ring:
SMILES	ARFGAP1 inh	HTRA1 inhibitor	GC-A act	NR1D1 modulator	ASAP1 GAP inh	rCAG RNA binder	NPR2 activator	mABHD4 FP	PG9 binder	SMARCA2 activ
COCCN(C(=O)COC(=O)c1ccc(C=O)cc1)c1c(N)n(Cc2ccccc2)c(=O)[nH]c1=O	-11	-8	2	-3	-2	7	-8	-5	-0.4	-2
CCCC(=O)N(Cc1cc2cc(C)ccc2[nH]c1=O)c1ccccc1OC	-9	-2	-14	3	-11	0	-22	-2	-3.6	-1
O=c1c2ccccc2[nH]c(=S)n1Cc1ccccc1Cl	7	-17	14	2	-2	4	4	-2	0.1	-2
O=C(CSc1nc2ccccc2c(=O)[nH]1)Nc1ccc(N2CCOCC2)c(Cl)c1	-10	-15	-4	3	-22	19	-10	-10	-1.9	-3
COCCCn1c(SCC(=O)Nc2oc(C)c3c(C)n[nH]c(=O)c23)nc2sc3c(c2c1=O)CCC3	6	-4	-3	5	0	-1	4	0	-0.7	3
CCN(c1ccccc1)S(=O)(=O)c1ccc2[nH]c(=O)[nH]c2c1	4	-9	0	0	-16	23	1	10	-0.3	-4
CCCCn1c(N)c(N(CC(C)C)C(=O)CSc2ccccc2C)c(=O)[nH]c1=O	2	-4	0	4	5	3	0	-4	-0.1	-2
Cc1cccc(N2CCN(C(=O)c3ccc4[nH]c(C)c(C)c4c3)CC2)c1C	1	-22	-7	-9	-1	11	2	8	-1.9	-1
CCOC(=O)CN1C(=O)C(Sc2n[nH]c(-c3ccc(C)cc3)n2)CCc2ccccc21 (stereo unspecified)	-19	-34	/	/	6	-3	/	-32	-1.7	-3
